Assay outcomes as filed in PubChem BioAssay.
AID2073 – disruptors of CaV2.2 binding to Mint1 – biochemical, HTRF (AID 2073) | HTRF protein-protein interaction, Mint1-CaV2.2; higher % means a stronger effect | one-dose inhibition, % at 20 µM; IC50 in µM for titrated hits | 0.19% of 290,000 active; in the data active = inhibition mostly above about 51%, no sharp cut-off; note: some results filed as inactive read as strong as hits
GPR55 activation – selective activators of receptor GPR55 – imaging, U2OS cells, beta-arrestin-GFP redistribution, primary screen (AID 1961) | 0.048% of 290,000 active | U2OS GPR55 beta-arrestin-GFP redistribution imaging; higher % means a stronger effect | activation, % at 10 µM, or EC50 in µM where a hit was titrated;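 active = activation above 40% with more than 50 cells counted in the well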;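 note: U2OS osteosarcoma cells stably expressing GPR55 and beta-arrestin-GFP; plate controls were DMSO negative control for no effect and LPI positive control for full effect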
Dynein transport – blocks dynein driven cargo transport along microtubules; 0.47% of 220,000 active; AID 1381; 3617.4 mouse cells, GR-EGFP nuclear translocation imaging; test concentration mostly 20 µM; stimulated with dexamethasone, 1 µM; stronger effect = lower value; z-score, hits read low;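 active = plate z-score of nuclear minus cytoplasmic receptor signal below a set negative limit, without overly bright fluorescence or cell loss, cut at about -3.5 in these data, passing the limit was not always enough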;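 note: z-score of nuclear minus cytoplasmic ring GR-EGFP intensity difference per well; some compounds called inactive have numbers as strong as hits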
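Schedule: 48 h induction, then 1 h compound, then 30 min agonist, 37 °C. Buffer or medium: tetracycline-free induction medium containing charcoal-stripped FBS. Reagent: 1.0 µM final dexamethasone stimulus. Evaluation: nuclear versus cytoplasmic GR-EGFP signal, averaged per well. Signal: high-content fluorescence imaging after fixation.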
KOR beta-arrestin-1 – KOR agonists, beta-arrestin recruitment, primary screen, cell-based, luminescence, uHTS (AID 1777); KOR beta-arrestin recruitment, luminescence; higher % means a stronger effect; activation, % at 10 µM; hits with a dose series show EC50 in µM; 0.02% of 280,000 active; in the data active = activation above about 50%, passing the limit was not always enough; note: a part of the inactive calls stands beside numbers as strong as those of hits
KOR beta-arrestin-2 – kappa opioid receptor blockers – cell-based, luminescence, uHTS (AID 1778) | 0.091% of 290,000 active | KOR beta-arrestin recruitment, luminescence, antagonist mode; higher % means a stronger effect | one-dose inhibition, % at 10 µM; IC50 in µM for titrated hits; note: strong numbers were not always called active
P. falciparum M17LAP – P. falciparum M17LAP inhibitors, primary screen, biochemical, fluorogenic H-Leu-NHMec substrate, 1536-well (AID 1619). recombinant M17LAP, H-Leu-NHMec fluorogenic kinetic assay; higher % means a stronger effect. inhibition, % at 30 µM, or IC50 in µM where a hit was titrated. 0.38% of 220,000 active;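 active = compound inhibiting the enzyme by more than half at any dose during confirmatory dose-response retesting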;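 note: plate controls were full reaction with DMSO carrier for no effect and no enzyme background for full effect; strong numbers were not always called active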
NOD1 inhibition – NOD1 signaling inhibitors, primary screen, cell-based, luminescence, uHTS (AID 1578); inhibition, % at 4 µM, or EC50 in µM where a hit was titrated; 1% of 290,000 active; NOD1-driven NF-kB luciferase reporter cells, luminescence; higher % means a stronger effect; in the data active = inhibition mostly above about 36%, no sharp cut-off; inactive = mostly below about 34%;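 note: HEK-293T reporter cells stimulated with the NOD1 agonist gamma-tri-DAP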
HEK293 NOD2/NF-kB – inhibition of NOD2-driven NF-kB reporter – cell-based, luminescence, uHTS, HEK293 (AID 1566); HEK293 NOD2/NF-kB luciferase reporter, luminescence; higher % means a stronger effect; inhibition, % at 4 µM, or EC50 in µM where a hit was titrated; 0.63% of 290,000 active; note: many of its hits are not listed in these tables
P. falciparum M1AAP – P. falciparum M1AAP inhibitors, biochemical, fluorogenic H-Leu-NHMec substrate, 1536-well (AID 1445); recombinant M1AAP, H-Leu-NHMec fluorogenic kinetic assay; higher % means a stronger effect; inhibition, % at 30 µM, or IC50 in µM where a hit was titrated; 0.42% of 220,000 active;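 active = primary inhibition above the hit cutoff, then over 50% inhibition at one or more dose response concentrations, cut at about 23% in these data, passing the limit was not always enough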;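 note: plate controls were DMSO full reaction for no effect and no enzyme background for full effect; strong numbers were not always called active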
Dynein transport cytoplasmic EGFP – second read-out of Dynein transport, no call of its own (marks repeat the call); z-score; measured here: cytoplasmic GR-EGFP intensity; stronger effect = higher value
Dynein transport nuclear GR-EGFP – further read-out of Dynein transport, marked with its call; z-score; measured here: nuclear GR-EGFP intensity;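 lower value marks the stronger effect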
Dynein transport cell count – recorded beside Dynein transport, whose call it bears; z-score; measured here: cell count per field
Starred values were filed as active, the others as inactive; [ ] = remark or other dose. Cut-off read from the data, not from the text of the source, unless noted: active = inhibition above about 50%; inactive = the rest.

For Cc1cc(N(CCO)CCO)ccc1C(c1ccc(N(CCO)CCO)cc1C)c1ccccc1Cl the results were AID2073 -22%, GPR55 activation 0.2%, Dynein transport 0.12, KOR beta-arrestin-1 -0.6%, KOR beta-arrestin-2 -18%, P. falciparum M17LAP 7%, NOD1 inhibition -27%, HEK293 NOD2/NF-kB -23%, P. falciparum M1AAP 3%, Dynein transport cytoplasmic EGFP -0.2, Dynein transport nuclear GR-EGFP 0.36 and Dynein transport cell count -0.92.
O=C(CSCc1ccccc1Cl)N/N=C/c1ccco1 was read as AID2073 -18%, GPR55 activation 0.2%, Dynein transport -0.75, KOR beta-arrestin-2 -10%[20 µM], P. falciparum M17LAP 0%, NOD1 inhibition -12%, HEK293 NOD2/NF-kB -13%, P. falciparum M1AAP 4%, Dynein transport cytoplasmic EGFP -0.3, Dynein transport nuclear GR-EGFP -0.19 and Dynein transport cell count 1.1.
`CC1(C)CC(=O)C(C=Nc2ccc(O)cc2)=C(O)C1` gave AID2073 -14%, GPR55 activation -0.1%, Dynein transport 0.37, KOR beta-arrestin-1 -2.3%, KOR beta-arrestin-2 17%, P. falciparum M17LAP 34%, NOD1 inhibition -5%, HEK293 NOD2/NF-kB 9%, P. falciparum M1AAP 19%, Dynein transport cytoplasmic EGFP -0.26, Dynein transport nuclear GR-EGFP 0.25 and Dynein transport cell count -0.35.
`CCS(=O)(=O)N1CCN(CC2CC3C=CC2C3)CC1` (centres undefined) gave AID2073 3%, GPR55 activation 0.0%, Dynein transport 1.3, KOR beta-arrestin-1 7.9%, KOR beta-arrestin-2 -11%, P. falciparum M17LAP -10%, NOD1 inhibition 2%, HEK293 NOD2/NF-kB -14%, P. falciparum M1AAP -2%, Dynein transport cytoplasmic EGFP -0.29, Dynein transport nuclear GR-EGFP 1.1 and Dynein transport cell count -1.
For CC(C)C(NC(=O)C1CCC(C(C)(C)C)CC1)C(=O)NCCc1ccc(S(N)(=O)=O)cc1 (centres undefined) the results were AID2073 45%, GPR55 activation -0.1%, KOR beta-arrestin-1 0.8%, KOR beta-arrestin-2 -46%, NOD1 inhibition -12% and HEK293 NOD2/NF-kB -16%.
Cc1ccc2c(c1)c1c(n2CC(O)CN2CCCCCC2)CCCC1 (centres undefined) was read as AID2073 4%, GPR55 activation 0.5%, KOR beta-arrestin-1 -1.0%, KOR beta-arrestin-2 -11%, NOD1 inhibition -11% and HEK293 NOD2/NF-kB -5%.
`CN(C)CCCNc1c(C(=O)O)cnc2c1cnn2C` gave AID2073 2%, GPR55 activation 0.1%, Dynein transport -0.83, KOR beta-arrestin-1 1.4%, KOR beta-arrestin-2 -18%, P. falciparum M17LAP 6%, NOD1 inhibition 6%, HEK293 NOD2/NF-kB 13%, P. falciparum M1AAP 10%, Dynein transport cytoplasmic EGFP -0.22, Dynein transport nuclear GR-EGFP -0.63 and Dynein transport cell count 0.75.
CC1=CCC2C(=O)N(Cc3ccccc3)C(=O)C2C1 (centres undefined) was read as AID2073 0%, GPR55 activation -0.1%, Dynein transport 0.041, KOR beta-arrestin-1 5.8%, KOR beta-arrestin-2 -30%, P. falciparum M17LAP 0%, NOD1 inhibition 6%, HEK293 NOD2/NF-kB -15%, P. falciparum M1AAP 3%, Dynein transport cytoplasmic EGFP -0.23, Dynein transport nuclear GR-EGFP -0.0034 and Dynein transport cell count 0.39.
For CCOC(=O)N1CCC(NC(=O)c2ccc(CS(=O)c3cccc(Cl)c3)o2)CC1 (centres undefined) the results were AID2073 -1%, GPR55 activation -0.1%, KOR beta-arrestin-1 -1.1%, KOR beta-arrestin-2 13%, NOD1 inhibition -38% and HEK293 NOD2/NF-kB -3%.
`COCCNC(=O)CCSc1nc(-c2ccc(OC)cc2)cc(C(F)(F)F)n1` gave AID2073 0%, GPR55 activation 0.6%, Dynein transport 0.34, KOR beta-arrestin-1 -1.2%, KOR beta-arrestin-2 -34%, P. falciparum M17LAP -1%, NOD1 inhibition 2%, HEK293 NOD2/NF-kB 6%, P. falciparum M1AAP 2%, Dynein transport cytoplasmic EGFP -0.26, Dynein transport nuclear GR-EGFP 0.079 and Dynein transport cell count 0.19.
Cc1ccc(Nc2ncnc3ccccc23)cc1 was read as AID2073 5%, GPR55 activation -0.1%, Dynein transport -0.14, KOR beta-arrestin-1 0.3%, KOR beta-arrestin-2 17%, P. falciparum M17LAP 18%, NOD1 inhibition -54%, HEK293 NOD2/NF-kB -81%, P. falciparum M1AAP 1%, Dynein transport cytoplasmic EGFP -0.22, Dynein transport nuclear GR-EGFP -0.2 and Dynein transport cell count 0.68.
CCCCCCNC(=O)N[C@@H](C(=O)NCCC[C@H]1CN2C(=NC[C@@H]2Cc2ccccc2)N1CCc1cccc(OC)c1)C(C)C was read as AID2073 -51%, GPR55 activation -0.1%, Dynein transport -1, KOR beta-arrestin-1 2.6%, KOR beta-arrestin-2 38%, P. falciparum M17LAP -3%, NOD1 inhibition 4%, HEK293 NOD2/NF-kB 15%, P. falciparum M1AAP 0%, Dynein transport cytoplasmic EGFP -0.81, Dynein transport nuclear GR-EGFP -0.33 and Dynein transport cell count 0.37.
Cc1ccc(CCNS(=O)(=O)c2ccc(C)cc2)cc1 was read as AID2073 21%, GPR55 activation -0.1%, Dynein transport -0.59, KOR beta-arrestin-1 -3.5%, KOR beta-arrestin-2 2%, P. falciparum M17LAP 9%, NOD1 inhibition 5%, HEK293 NOD2/NF-kB 9%, P. falciparum M1AAP -1%, Dynein transport cytoplasmic EGFP -0.22, Dynein transport nuclear GR-EGFP 0.52 and Dynein transport cell count 1.3.
Screening O=C(C1=C[C@H](c2coc3ccccc3c2=O)C[C@H](OCc2ccc(CO)cc2)O1)N1CCN(Cc2ccccc2)CC1 returned AID2073 2%, GPR55 activation 0.1%, Dynein transport -0.7, KOR beta-arrestin-1 3.9%, KOR beta-arrestin-2 -11%, P. falciparum M17LAP -1%, NOD1 inhibition -12%, HEK293 NOD2/NF-kB -20%, P. falciparum M1AAP 8%, Dynein transport cytoplasmic EGFP -0.34, Dynein transport nuclear GR-EGFP -0.1 and Dynein transport cell count 0.28.
`CCCCn1c(N)c(N(CC)C(=O)C(c2ccccc2)c2ccccc2)c(=O)[nH]c1=O` gave AID2073 3%, GPR55 activation 0.1%, Dynein transport -1.4, KOR beta-arrestin-1 -2.4%, KOR beta-arrestin-2 1%, P. falciparum M17LAP 0%, NOD1 inhibition -36%, HEK293 NOD2/NF-kB 14%, P. falciparum M1AAP -4%, Dynein transport cytoplasmic EGFP 2, Dynein transport nuclear GR-EGFP -0.86 and Dynein transport cell count 0.23.
`c1ccc(Cn2c(-c3ccccc3)nc3nc4ccccc4nc32)cc1` gave AID2073 0%, GPR55 activation 0.4%, Dynein transport 0.44, KOR beta-arrestin-1 8.3%, KOR beta-arrestin-2 3%, P. falciparum M17LAP 18%, NOD1 inhibition -3%, HEK293 NOD2/NF-kB 8%, P. falciparum M1AAP 4%, Dynein transport cytoplasmic EGFP -0.22, Dynein transport nuclear GR-EGFP 0.3 and Dynein transport cell count 0.071.
`Cc1onc(-c2ccccc2Cl)c1C(=O)N1CCCC1` gave AID2073 8%, GPR55 activation -0.2%, KOR beta-arrestin-1 -1.5%, KOR beta-arrestin-2 -12%, NOD1 inhibition -11% and HEK293 NOD2/NF-kB 17%.
`CCCNc1ncnc2nc[nH]c12` gave AID2073 4%, GPR55 activation 0.2%, Dynein transport -0.62, KOR beta-arrestin-1 -2.8%, KOR beta-arrestin-2 5%, P. falciparum M17LAP 38%, NOD1 inhibition 3%, HEK293 NOD2/NF-kB 4%, P. falciparum M1AAP 5%, Dynein transport cytoplasmic EGFP -0.23, Dynein transport nuclear GR-EGFP -0.0077 and Dynein transport cell count 1.1.
C=C(C)Cn1c(CCCNC(=O)CC)nc2ccccc21 was read as AID2073 12%, GPR55 activation -0.4%, Dynein transport 1.4, KOR beta-arrestin-1 -3.4%, KOR beta-arrestin-2 19%, P. falciparum M17LAP -15%, NOD1 inhibition -27%, HEK293 NOD2/NF-kB 5%, P. falciparum M1AAP 0%, Dynein transport cytoplasmic EGFP -0.16, Dynein transport nuclear GR-EGFP 0.99 and Dynein transport cell count -1.2.
Screening CC(C)c1ccc(NC(=O)c2n[nH]c(=O)c3ccccc23)cc1 returned AID2073 33%, GPR55 activation 0.1%, Dynein transport 0.19, KOR beta-arrestin-1 2.5%, KOR beta-arrestin-2 -5%, P. falciparum M17LAP 2%, NOD1 inhibition -31%, HEK293 NOD2/NF-kB -32%, P. falciparum M1AAP 9%, Dynein transport cytoplasmic EGFP -0.33, Dynein transport nuclear GR-EGFP -0.0086 and Dynein transport cell count -0.86.
O=C(NCc1ccc(F)cc1)C1(S(=O)(=O)c2ccc(Cl)cc2)CC1 was read as AID2073 -3%, KOR beta-arrestin-1 1.9%, KOR beta-arrestin-2 11%, NOD1 inhibition -4% and HEK293 NOD2/NF-kB -4%.
CCOc1ccc(C(=O)N2CCc3ccccc32)cc1 was read as AID2073 8%, GPR55 activation -0.1%, KOR beta-arrestin-1 2.9%, KOR beta-arrestin-2 -3%, NOD1 inhibition 7% and HEK293 NOD2/NF-kB -25%.

Filtered by structure: the compounds so far with fluorine (2)
`COCCNC(=O)CCSc1nc(-c2ccc(OC)cc2)cc(C(F)(F)F)n1` gave AID2073 0%, GPR55 activation 0.6%, Dynein transport 0.34, KOR beta-arrestin-1 -1.2%, KOR beta-arrestin-2 -34%, P. falciparum M17LAP -1%, NOD1 inhibition 2%, HEK293 NOD2/NF-kB 6%, P. falciparum M1AAP 2%, Dynein transport cytoplasmic EGFP -0.26, Dynein transport nuclear GR-EGFP 0.079 and Dynein transport cell count 0.19.
O=C(NCc1ccc(F)cc1)C1(S(=O)(=O)c2ccc(Cl)cc2)CC1 was read as AID2073 -3%, KOR beta-arrestin-1 1.9%, KOR beta-arrestin-2 11%, NOD1 inhibition -4% and HEK293 NOD2/NF-kB -4%.

The list is partial (hit frequency here may not be typical).
